# Source: PubChem BioAssay
# LDHA block – qHTS assay for inhibitors of human lactate dehydrogenase; L-lactate dehydrogenase A chain (Homo sapiens), P00338; purified LDHA, NADH/diaphorase-resazurin fluorescence; hits give low values; activity change, % (values are at about 110 or 230 µM); 0.15% of 480,000 active; AID 1347041, 2019; in the data active = activity change below about -30%;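 note: plate controls were DMSO wells for no effect and wells without enzyme for full effect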
#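 Remaining NADH was detected by diaphorase (0.133 mg/mL) converting 37 µM resazurin to fluorescent resorufin, read at 0 and 20 minutes. The preceding 5-minute room-temperature reaction used 2 nM LDHA, 0.2 mM sodium pyruvate and 0.06 mM NADH at pH 7.4.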
# D1 PAM – Potentiators of Human D1 Dopamine Receptor: qHTS; HEK293 TREx D1 cells, calcium flux, dopamine EC20 potentiation; potentiation, % at 10 µM; AID 504651, 2011; 0.036% of 360,000 active; D(1A) dopamine receptor (Homo sapiens), P21728; in the data active = potentiation above about 30%; note: 0% is about no effect
# Vif-APOBEC3G blk – qHTS for Inhibitors of Vif-A3G Interactions: qHTS | DNA dC->dU-editing enzyme APOBEC-3G (Homo sapiens), Q9HC16 | HeLa A3G-eYFP + Vif (tagged APOBEC3G with the HIV-1 protein that degrades it), YFP fluorescence, overnight | AID 602310, 2012 | 0.076% of 410,000 active | Potency, µM (series often up to 46.1 µM), for the others: at the highest dose activity, negative = active, usual class: inhibitors;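 note: potency is the fitted concentration of half-maximal effect; % is set by controls: 0 for no effect and ±100 for the full control effect; nearly all actives have a fitted effect of over 60% in size; hits raise eYFP signal because A3G escapes Vif-driven loss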
# Target sequence (Q9HC16 whole entry, looked up): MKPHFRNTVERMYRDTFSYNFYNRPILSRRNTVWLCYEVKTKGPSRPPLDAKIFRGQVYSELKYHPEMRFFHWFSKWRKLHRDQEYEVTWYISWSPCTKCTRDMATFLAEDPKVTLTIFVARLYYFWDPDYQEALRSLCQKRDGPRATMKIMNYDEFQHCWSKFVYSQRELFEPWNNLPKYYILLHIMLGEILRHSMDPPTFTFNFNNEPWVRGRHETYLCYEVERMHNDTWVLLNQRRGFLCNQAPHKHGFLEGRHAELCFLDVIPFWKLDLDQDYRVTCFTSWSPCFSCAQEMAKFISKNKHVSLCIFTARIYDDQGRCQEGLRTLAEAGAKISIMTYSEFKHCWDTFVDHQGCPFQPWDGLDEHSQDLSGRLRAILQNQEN
#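 Read-out is eYFP fluorescence (Ex 488/Em 500-530) from Vif-expressing HeLa A3G-eYFP cells; more signal means A3G escaped Vif-mediated degradation. Cells plated overnight, compound pinned in, incubated overnight at 37 deg C.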
# Vif-APOBEC3F blk – qHTS for Inhibitors of Vif-A3F Interactions: qHTS | HeLa A3F-eYFP + Vif (tagged APOBEC3F with the HIV-1 protein that degrades it), YFP fluorescence increase | Potency, µM (top dose mostly 46.1 µM), inactives show at the top dose activity, negative = active | 0.2% of 390,000 active | AID 602313, 2012; note: potency is the fitted concentration of half-maximal effect; % of control where 0% means no effect; nearly all actives have a fitted effect of over 65% in size
#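 Fluorescence increase (Ex 488/Em 500-530) after overnight compound treatment at 37 deg C flags inhibition of Vif-driven A3F-eYFP loss in stable HeLa A3F-eYFP/Vif cells seeded overnight beforehand.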
# D2 potentiator – HTS Assay for Positive Allosteric Modulators of the Human D2 Dopamine Receptor: Primary Screen for Potentiators; D(2) dopamine receptor (Homo sapiens), P14416; HEK293 T-REx D2, calcium flux, EC20 dopamine potentiation; potentiation, % at 10 µM; 0.34% of 340,000 active;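 active = potentiation over 3 SD above the plate norm, cut at about 30% in these data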; note: 0% is about no effect
# Target sequence (P14416 whole entry, looked up): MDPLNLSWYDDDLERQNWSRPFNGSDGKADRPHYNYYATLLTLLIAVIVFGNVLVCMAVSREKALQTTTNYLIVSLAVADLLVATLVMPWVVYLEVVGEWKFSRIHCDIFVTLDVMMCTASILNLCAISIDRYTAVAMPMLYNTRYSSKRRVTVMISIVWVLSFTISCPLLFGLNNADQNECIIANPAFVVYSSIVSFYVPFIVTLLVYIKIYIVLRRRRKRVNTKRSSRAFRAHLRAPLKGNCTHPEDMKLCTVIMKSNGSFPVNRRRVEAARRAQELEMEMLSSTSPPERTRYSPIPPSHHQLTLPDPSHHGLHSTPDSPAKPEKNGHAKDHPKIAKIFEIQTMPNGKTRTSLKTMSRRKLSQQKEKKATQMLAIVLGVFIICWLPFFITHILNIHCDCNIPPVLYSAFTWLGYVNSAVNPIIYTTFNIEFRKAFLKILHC
#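 Using a no-wash calcium dye in inducible, force-coupled HEK293 Trex cells expressing D2, we tracked fluorescence each second for 180 s after compound, then for 180 s after EC20 dopamine to detect augmented signalling.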
# RXFP1 ag – qHTS Assay for Agonists of the Relaxin Receptor RXFP1; Relaxin receptor 1 (Homo sapiens), Q9HBX9; HEK293T-RXFP1 cAMP TR-FRET, 30 min; response scale: percent of porcine relaxin response, buffer zero; Potency, µM (titrated, usually from 57.5 µM), inactives show at the top dose activation, hits mostly activators; 0.3% of 370,000 active; AID 2676, 2010; note: potency is the fitted concentration of half-maximal effect; % is set by controls: 0 for no effect and ±100 for the full control effect; nearly all actives have a fitted effect of over 60% in size; many of its hits are not listed in these tables
#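 HEK293 cells stably expressing RXFP1, treated 30 min at 37C with compounds plus PDE4 inhibitor Ro 20174; cAMP measured by HTRF TR-FRET. Normalized to buffer and 29 nM porcine relaxin; EC50 by Hill fit.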
# D1 agonist – Allosteric Agonists of the Human D1 Dopamine Receptor: qHTS; 1% of 360,000 active; activation, % at 2 µM; D(1A) dopamine receptor (Homo sapiens), P21728; HEK293 T-REx D1 cells, calcium flux, agonist mode; AID 504660, 2011; in the data active = activation above about 30%; note: 0% is about no effect
#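 Inducible HEK293 T-REx D1 cells, force-coupled to calcium signalling, were plated at 4000 cells/well with tetracycline and held overnight at 30 C. After no-wash calcium dye loading, compound-evoked calcium rise over 180 s flagged agonists.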
# GRP78 ERSR act – qHTS for Inducers of the Endoplasmic Reticulum Stress Response (ERSR) in Human Glioma: qHTS; U87-MG GRP78 promoter luciferase reporter, 16 h; Potency, µM, inactives show top-dose activation, hits mostly activators; 0.02% of 420,000 active; note: potency is the fitted concentration of half-maximal effect; series mostly up to about 76 µM; % of control where 0% means no effect; nearly all actives have a fitted effect of over 35% in size
#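 Stably transfected U87-MG glioma cells carrying a GRP78-based luciferase sensor; 16 h compound incubation. Luminescence end-point read 10 min after Bright-Glo addition at room temperature.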
# D1 antag – Antagonist of Human D 1 Dopamine Receptor: qHTS | activity change, negative = inhibition, % at 10 µM | AID 504652, 2011 | HEK293 TREx D1 cells, calcium flux, dopamine EC80; hits give low values | 3.2% of 360,000 active; in the data active = activity change below about -30%; note: % is set by controls: 0 for no effect and ±100 for the full control effect
#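 Kinetic fluorescence of a calcium dye serves as the read-out. D1-expressing Hek293 Trex cells, induced overnight at 30 C, are exposed to compound for 180 s before an EC80 dopamine addition, then read 180 s further.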
# An asterisk follows results filed as active; . = no result given. Unless noted, calls come from the whole dose curve; as a rule, active = well fitted curve in the direction sought with a large enough effect; inconclusive = small, poorly fitted or top-dose-only effect, or another doubt; inactive = no such curve, though single readings can be large; an effect the other way counts as inactive or inconclusive. The list is partial (hit frequency here may not be typical).
SMILES,LDHA block,D1 PAM,Vif-APOBEC3G blk,Vif-APOBEC3F blk,D2 potentiator,RXFP1 ag,D1 agonist,GRP78 ERSR act,D1 antag
O=C(CSc1nc(-c2cccc(F)c2)[nH]c1-c1ccccc1)Nc1ccc2c(c1)OCCO2,-7,-1,3%,1%,-11,4.1%,10,-8%,3
Cn1c(CSc2ncccn2)nnc1SCC(=O)N1CCCc2ccccc21,-5,0,2%,0%,-1,2.1%,2,-4%,9
CC1Cc2ccccc2N1C(=O)CSc1nc2c(c(=O)n(C)c(=O)n2C)n1Cc1ccc(F)cc1 (stereo not drawn),-4,.,0%,1%,.,.,.,-3%,.
CCn1c(=O)n(-c2ccc(Cl)cc2)c(=O)c2c3c(sc21)COC(C)(C)C3,-3,-2,1%,-1%,12,5.9%,2,-3%,3
Cc1sc2ncnc(N3CCN(C(=O)c4ccco4)CC3)c2c1C,-5,-1,2%,6%,-6,-0.9%,3,-2%,-6
COc1ccc(-c2csc(NC(=S)NC(=O)c3cccs3)n2)cc1Br,-12,-2,-5%,-3%,-7,2.0%,1,-6%,-8
CC(C)(C)c1ccc(CCC2OCC(CN3CCOCC3)O2)cc1 (stereo not drawn),-10,-4,2%,0%,0,0.2%,5,-3%,20
CCN1C(=O)/C(=C\c2nc3ccccc3c(=O)n2-c2ccccc2)c2ccccc21,-5,-6,-4%,-8%,20,0.6%,-1,-2%,20
O=C(Oc1cccc2c(OC(=O)N3CCCC3)cccc12)N1CCCC1,4,-5,2%,8%,24,-1.1%,5,5%,-2
Cc1c(C(=O)Nc2nonc2-c2ccc(F)cc2)oc2ccc(F)cc12,-3,-6,-8%,-23%,6,0.7%,6,-7%,-17
COc1ccc(OC)c(C2NC(=O)NC(C)=C2C(=O)Nc2ccc(C)cc2C)c1 (stereo not drawn),-11,-8,3%,-3%,14,-0.7%,2,-4%,-8
CCCN1C2=NCCN2c2ccccc21,-2,-1,-5%,-1%,13,1.8%,3,-1%,8
Cc1nc(SC(C)C(=O)Nc2ccccc2Cl)cc(-c2ccccc2)n1 (stereo not drawn),-2,2,-6%,1%,4,-2.4%,1,-2%,8
Cc1cccc(OC(C)C(=O)NCc2ccc(S(N)(=O)=O)cc2)c1 (stereo not drawn),-2,0,1%,0%,12,1.0%,1,-3%,-6
CCOC(=O)C1CCN(C(=O)Cn2cc(C#N)c3ccccc32)CC1,-6,-2,1%,-3%,-6,1.3%,1,-3%,-5
COc1ccc(N(C(=O)c2ccccc2C)S(=O)(=O)c2ccc(C)cc2)cc1,2,-2,-29%,1%,2,0.8%,2,-2%,4
COc1ccc(Nc2ccc([N+](=O)[O-])cc2[N+](=O)[O-])cc1,-4,6,3%,18%,-5,0.4%,-2,0%,-8
CSCC[C@H](NC(=O)OC(C)(C)C)C(=O)N/N=C/c1cc2ccc(C)cc2nc1Cl,-6,-4,-4%,-2%,4,0.1%,29,-1%,14
C/C(=N\Nc1nc(N)cc(Cl)n1)c1cccc([N+](=O)[O-])c1,-1,-4,-5%,1%,3,-1.0%,1,4%,-2
COc1cccc(N=Cc2nc(-c3ccccc3)oc2OC(C)=O)c1,-4,-7,1%,-20%,1,-0.7%,3,-1%,6
CCOC(=O)NC1(Nc2ccc(C)cc2)Oc2ccccc2O1,29,-5,-10%,-10%,-3,-0.9%,3,9%,-2
COc1ccc(N2CCOCC2)c(NC(=O)c2cccc3ccccc23)c1,-7,-3,-1%,-4%,1,-0.2%,-1,-1%,30
O=C1C2CSCN2C(=O)CN1CCCN1CCN(C(c2ccccc2)c2ccccc2)CC1 (stereo not drawn),0,-4,-2%,-6%,-18,0.3%,2,-2%,-8
O=C(CSc1ncnc2c1oc1ccccc12)N1CCc2ccccc2C1,.,-2,.,.,-1,22%,0,.,-11
COc1ccc(CNC(=S)Nc2cccc(F)c2)cc1,-8,-4,-4%,9%,-10,-0.7%,7,-3%,1

# Only D1 antag and Vif-APOBEC3F blk, for some of the entries so far:
molecule	D1 antag	Vif-APOBEC3F blk
COc1ccc(N2CCOCC2)c(NC(=O)c2cccc3ccccc23)c1	30	-4%
O=C1C2CSCN2C(=O)CN1CCCN1CCN(C(c2ccccc2)c2ccccc2)CC1 (stereo not drawn)	-8	-6%
O=C(CSc1ncnc2c1oc1ccccc12)N1CCc2ccccc2C1	-11	.
COc1ccc(CNC(=S)Nc2cccc(F)c2)cc1	1	9%

# Next compounds.
SMILES,LDHA block,D1 PAM,Vif-APOBEC3G blk,Vif-APOBEC3F blk,D2 potentiator,RXFP1 ag,D1 agonist,GRP78 ERSR act,D1 antag
O=[N+]([O-])c1ccccc1/C=N/N1CCN(c2ccccn2)CC1,-1,1,-1%,-3%,-1,-0.1%,2,7%,5
CN(Cc1ccccc1)C(=O)CN1C(=O)COc2ccc(S(=O)(=O)N3CCCC3)cc21,-4,-6,-11%,1%,9,-1.7%,1,-1%,11
COc1ccc(NC(=O)CCCn2nc(C)c3sc4ccccc4c3c2=O)cc1,3,-3,4%,-7%,-4,-0.8%,1,-2%,-8
CN(CCNC(=O)c1ccc(/C=N/O)nc1)Cc1ccccc1,-8,-1,1%,-7%,-26,1.4%,1,-2%,5
CCOc1ccccc1N1CCN(C(=O)c2ccccc2OCc2c(C)noc2C)CC1,0,-9,2%,6%,-7,-0.2%,1,-4%,-21
CCOc1ccc(N(C(C)C(=O)NN=C2CCCCCCC2)S(C)(=O)=O)cc1 (stereo not drawn),-2,-8,3%,-18%,-1,-0.1%,0,-6%,-33*
Cc1ccc2nc(-c3cccnc3)c(Nc3ccc(C(C)C)cc3)n2c1,-7,1,2%,-5%,-1,3.2%,0,-3%,-20
Cc1c(NC(=O)CSc2nnc3sc4ccccc4n23)c(=O)n(-c2ccccc2)n1C,-18,-1,-1%,6%,.,14%,1,1%,1
CCc1nn2c(=O)c(S(=O)(=O)Nc3ccc(OC)c(Cl)c3)c(C)nc2s1,-5,-2,0%,1%,-2,-1.0%,11,-4%,6
O=C(NCc1ccncc1)NC12CC3CC(CC(C3)C1)C2,-10,2,9%,-11%,11,1.2%,9,-3%,-5
C/C(=N/O)c1cccc(N2Cc3ccccc3C2)c1,11,-9,-10%,-11%,10,-1.8%,0,0%,-2
Cc1ccc(S(=O)(=O)CCC(=O)OCC(=O)Nc2cccc(S(=O)(=O)N3CCCCC3)c2)cc1,0,.,0%,-9%,.,.,.,-5%,.
COc1ccc(CN(C)CC(=O)Nc2ccc(SC(F)F)cc2)cc1OC,-8,-9,0%,-5%,1,-0.5%,12,-2%,-30
O=C(CNS(=O)(=O)c1ccccc1)N1CCN(Cc2ccccc2)CC1,-13,-7,-3%,-4%,-9,-0.2%,3,-3%,12
Cc1cn2c(=O)cc(COC(=O)c3cccc(NC(=O)c4ccccc4C)c3)nc2s1,-1,-1,-2%,-8%,.,11%,3,-1%,-59*
CN1CCCN(C(=O)Cc2c(Cl)cccc2Cl)c2nc3ccccc3nc21,-5,9,-2%,-2%,19,4.2%,2,-7%,39
O=C(Cc1ccc(NS(=O)(=O)c2ccc(F)cc2)cc1)NCc1ccccc1,-2,-2,0%,7%,10,0.5%,4,-2%,1
O=C(O)CCCN1C(=O)NC2NC(=O)NC21 (stereo not drawn),0,-5,-9%,7%,18,-1.0%,1,-4%,-31*
CC(C)c1nnc(SCC(=O)N2CCc3ccccc32)n1N,0,0,1%,7%,9,2.2%,2,-3%,6
O=C(NC1CCCCC1)C(c1ccccc1)N(C(=O)Cc1ccsc1)c1ccccc1 (stereo not drawn),-9,1,2%,-1%,2,-0.3%,10,-4%,19
COc1ccc2nc(N/C(N)=N/C(=S)Nc3ccc(C)c(C)c3)nc(C)c2c1,.,5,.,.,7,-0.8%,2,.,4
C=CCNC(=O)c1cc2cccc(OC)c2oc1=O,-8,2,-4%,3%,2,3.4%,0,4%,-17
Cc1cc(C)c2c(N)c(C(=O)NN)sc2n1,-3,0,-3%,1%,-4,3.4%,1,9%,-2
CC(C)(C)[C@@H]1C=C(C(=O)N2CCN(Cc3ccccc3)CC2)O[C@H](OCc2ccc(CO)cc2)C1,2,0,2%,1%,14,-2.3%,-6,-2%,-1
C[C@@H]1CN([C@H](C)CO)C(=O)CCCn2cc(nn2)CO[C@H]1CN(C)S(=O)(=O)c1ccc(C#N)cc1,-2,.,-2%,-1%,.,.,.,-3%,.

# Remaining list, next part.
SMILES,LDHA block,D1 PAM,Vif-APOBEC3G blk,Vif-APOBEC3F blk,D2 potentiator,RXFP1 ag,D1 agonist,GRP78 ERSR act,D1 antag
Cc1cc(OCC(=O)N(Cc2ccc(N(C)C)cc2)C2CCS(=O)(=O)C2)cc(C)c1Cl (stereo not drawn),7,-2,-1%,2%,-2,2.2%,4,-5%,21
Cc1cc(C)nc(NC(=O)c2ccc(COc3ccccc3Cl)cc2)c1,-5,2,-25%,4%,5,1.1%,7,-1%,-5
Cc1cccc(Nc2cc(C)nc3ccccc23)c1,-5,-6,2%,4%,6,3.7%,1,-4%,-14
O=C(C[n+]1ccccc1)N/N=C/c1cccc(Cl)c1Cl,4,4,-1%,-1%,8,-0.1%,1,-3%,-2
Cc1ccc(-c2ocnc2C(=O)Nc2nc(C)cs2)cc1,-5,-1,-5%,8%,1,0.3%,2,1%,-10
COc1ccc(NC(=O)C(=O)NCCN2CCN(C(=O)c3cccs3)CC2)cc1,-8,-7,1%,-9%,6,3.9%,-2,-6%,-27
O=C(NC1CCS(=O)(=O)C1)Oc1ccccc1 (stereo not drawn),0,2,0%,4%,-13,1.6%,0,-7%,-9
